# Screens deposited in PubChem BioAssay by National Center for Advancing Translational Sciences (NCATS).
# IL1B secr inh = qHTS for Inhibitors of Inflammasome Signaling: IL-1-beta AlphaLISA Primary Screen | 360,000 compounds, 4.7% hits | THP-1 LPS/ATP IL-1B secretion, AlphaLISA, 16 h; stronger effect = lower value | activity change, % at 57.5 µM | AID 743279, 2014; in the data active means activity change below about -50%; inconclusive means mostly about -30% to -49%; further: on the % scale 0 is the no-effect control and ±100 the full control effect
#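 Secreted IL-1B measured by AlphaLISA bead assay after 16 h compound exposure of THP-1 cells; compounds (final up to 57.5 uM) added 1 h before LPS (250 ng/mL) and ATP (1.25 mM) stimulation; lower signal means less secretion.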
# HT1080-NT tox = qHTS for induction of synthetic lethality in tumor cells producing 2HG: qHTS for the HT-1080-NT fibrosarcoma cell line; HT-1080-NT fibrosarcoma viability, CellTiter-Glo ATP luminescence, 48 h; Potency, µM (highest dose often 46.1 µM), without a hit: at the highest dose activity, negative = less viability, usual class: cytotoxic; 360,000 compounds, 1.6% hits; AID 686970, 2013;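 further: NT is the 2HG producing partner of a matched IDH1 knockdown line; potency means the concentration at half of the fitted maximal effect; 0% = DMSO-treated cells and -100% = media-only wells without cells; nearly all actives have a fitted effect of over 55% in size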
#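 Fibrosarcoma NT cells, 750 per well in 5% FBS RPMI, were exposed to compound for 48 hours. Viability: CellTiter-Glo luminescence.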
# KB-3-1 tox = qHTS assay for MDR1-selective chemotherapeutics: Primary screen using the parental adenocarcinoma cell KB-3-1; KB-3-1 viability, CellTiter-Glo ATP luminescence, 72 h; Potency, µM (series often up to 46.1 µM), for the others: at the highest dose activity change, negative = cytotoxic, usual class: cytotoxic; 400,000 compounds, 1.4% hits; AID 1347075, 2019; further: potency means the concentration at half of the fitted maximal effect; on the % scale 0 is the no-effect control and ±100 the full control effect; nearly all actives have a fitted effect of over 60% in size
#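 Parental KB-3-1 adenocarcinoma cells in phenol-red-free DMEM with 10% FBS were pin-treated with compounds at several concentrations, incubated 72 h at 37 °C, and viability read by CellTiter-Glo luminescence; concentration-effect curves were fitted after normalization.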
# HepG2 viability = qHTS for Inhibitors of TGF-b: Cytotox Counterscreen; AID 588856, 2011; 410,000 compounds, 0.76% hits; Potency, µM (top dose mostly 46.1 µM), without a hit: top-dose activity change, negative = cytotoxicity, actives largely listed as cytotoxic; HepG2 CAGA-GFP viability, ATP luminescence, 18 h; further: potency means the concentration at half of the fitted maximal effect; some results filed as inactive show a strong effect at the top dose
#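 CellTiter-Glo luminescence gave cytotoxicity after 18 hours at 37 degrees C. The cells were HepG2 CAGA-GFP in 1% FBS DMEM, stimulated with 500 pg/mL TGF-beta after compound addition. %Activity was normalised to no-cell wells (complete cell-killing) and DMSO (no toxicity), and curves were fitted and classified.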
# ATXN2 expr inh = Primary qHTS for Inhibitors of ATXN expression; HEK-293 ATXN2-luciferase reporter, luminescence, 24 h; 360,000 compounds, 0.72% hits; AID 1745845, 2022; Potency, µM (series often up to 57 µM), without a hit: at the top dose activity change, negative = inhibition, most hits filed as inhibitors; further: potency means the concentration at half of the fitted maximal effect; on the % scale 0 is the no-effect control and ±100 the full control effect; nearly all actives have a fitted effect of over 55% in size
#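 ATXN2-luciferase reporter cells (luciferase flanked by upstream and downstream ATXN2 gene portions) were treated 24 h at 37 °C with compounds at up to 57 uM. SteadyGlo luminescence gave expression; GF-AFC fluorescence gave viability.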
# MCF10A rerep = A quantitative high throughput screen for small molecules that induce DNA re-replication in MCF 10a normal breast cells. MCF 10A DNA re-replication, Hoechst nuclear intensity, 48 h. Potency, µM (highest dose often 46.1 µM), inactives show at the highest dose activity, positive = re-replication, actives largely listed as activators. 350,000 compounds, 2.9% hits; further: potency means the concentration at half of the fitted maximal effect; % of control where 0% means no effect; nearly all actives have a fitted effect of over 50% in size
# SW480 rerep = A quantitative high throughput screen for small molecules that induce DNA re-replication in SW480 colon adenocarcinoma cells. SW480 DNA re-replication, Hoechst DNA content imaging, 48 h. Potency, µM (doses to about 46.1 µM), for the others: at the top dose re-replication activation, usual class: activators. AID 624297, 2012. 340,000 compounds, 1.8% hits; further: potency means the concentration at half of the fitted maximal effect; % of control where 0% means no effect; nearly all actives have a fitted effect of over 55% in size
#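 Hoechst fluorescence of nuclei (405 nm excitation, 500-530 nm emission) measured by plate-scanning imager after 48 hr compound exposure at 37 C; re-replication scored as increased number of nuclei with elevated intensity.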
# HT1080 IDH1KD tx = qHTS for induction of synthetic lethality in tumor cells producing 2HG: qHTS for the HT-1080-IDH1KD cell line; HT-1080 IDH1 knockdown viability, ATP luminescence, 48 h; Potency, µM (series often up to 46.1 µM), for inactives: at the highest dose activity, negative = toxicity, hits mostly cytotoxic; 360,000 compounds, 2% hits;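 further: potency means the concentration at half of the fitted maximal effect; 0% = DMSO wells and -100% = cell-free medium wells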
#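 After a 2 h attachment period, IDH1KD HT-1080 cells took pin-transferred compound for 48 h at 37 °C; ATP-based luminescence after 10 min room-temperature reagent incubation reported viability.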
# ATXN viability = Viability Counterscreen for Primary qHTS for Inhibitors of ATXN expression; S2 cells (HEK-293 line with an ATXN2-luciferase reporter) viability, CellTiter-Fluor protease fluorescence, 24 h; Potency, µM (highest dose often 56.7 µM), usual class: cytotoxic; 400,000 compounds, 0.49% hits; AID 651635, 2014; further: potency means the concentration at half of the fitted maximal effect; nearly all actives have a fitted effect of over 40% in size
# * marks the source's active call; other numbers are inactive results; i = inactive; ? = inconclusive; / = no result given; & = joins results of further samples; [ ] = another dose, or the depositor's remark. Unless noted, the call rests on the fitted dose curve; in most records, active means well fitted curve in the direction sought with a large enough effect; inconclusive means small, poorly fitted or top-dose-only effect, or another doubt; inactive means no such curve, though single readings can be large; an effect the other way counts as inactive or inconclusive.
SMILES,IL1B secr inh,HT1080-NT tox,KB-3-1 tox,HepG2 viability,ATXN2 expr inh,MCF10A rerep,SW480 rerep,HT1080 IDH1KD tx,ATXN viability
COc1cc(SC#N)ccc1N=Cc1c(C)[nH]n(-c2ccc(C)cc2)c1=O,-84*,26µM*,?,13µM*,?,-2%,?,?,?
COc1cccc(C(=O)N(Cc2ccccc2)Cc2cc3cc4c(cc3[nH]c2=O)OCCO4)c1,-11,?,8%,-21%,-13%,25%,-1%,?,i
CC(C)c1ccc(S(=O)(=O)c2cn(CC(=O)Nc3ccc(F)cc3)c3ccccc3c2=O)cc1,/,/,-6%,6%,5%,/,/,/,i
N#C/C(=C\c1ccc(-c2cccc(Cl)c2)o1)C(=O)Nc1cccc2cccnc12,-6,9%,-21%,3%,6%,?,2%,0%,i
CN1CCN(c2nc3c(c(=O)n(C)c(=O)n3C)n2Cc2cccc3ccccc23)CC1,-17,4%,3%,-2%,-7%,2%,-5%,0%,i
COC(=O)CN(c1ccccc1C)S(C)(=O)=O,-10,-4%,-1%,-8%,3%,-4%,-7%,10%,i
CC(=O)c1ccc(N2CCN(C(=O)c3ccc(Cl)c(S(=O)(=O)NC4CC4)c3)CC2)c(F)c1,3,1%,15%,-4%,-4%,13%,4%,2%,i
COc1cc([N+](=O)[O-])ccc1NC(=S)Nn1cnnc1,0,-6%,1%,19%,3%,?,-8%,-4%,i
CC(C)(C)c1ccc(CC(=O)N2CCC2(C)C(=O)NS(=O)(=O)c2cccs2)cc1 (configuration not stated),0,0%,0%,-82%,12%,/,/,6%,i
CCc1ccc(C2NC(=O)c3[nH]nc(-c4cccc(OC)c4)c32)cc1 (configuration not stated),/,/,8%,-54%,?,/,/,/,?
COc1ccc(NC(=O)c2ccc3nc(C)c(N(C)C(=O)CCc4ccccc4)n3c2)cc1OC,-23,7%,0%,-1%,7%,/,/,10%,i
CC(NCC(=O)NCC(=O)Nc1ccc(F)cc1)c1cccc(C(F)(F)F)c1 (configuration not stated),-5,2%,/,-7%,1%,?,1%,-1%,i
CC1CCC/C(=N\Nc2ccc(Cl)c(C(=O)O)c2)C1 (configuration not stated),16,2%,4%,2%,27%,-2%,-1%,5%,i
O=C(O)CCCN1C(=O)C2C3CC(C2C1=O)C1C(c2ccccc2)c2sc(=O)[nH]c2SC31 (configuration not stated),13,13%,3%,-14%,/,-11%,-1%,15%,i
CC1CCCCN1C(=O)CCNC(=O)Cn1cnc2ccccc2c1=O (configuration not stated),3,19%,4%,-15%,-20%,0%,2%,22%,i
O=C(Cn1cccc1C(=O)c1ccccc1)NCCCN1CCOCC1,-2,21%,12%,-14%,0%,-2%,0%,21%,i
O=C(/C=C/c1ccc2c(c1)OCO2)NCC1CCCO1 (configuration not stated),11,5%,5%,6%,-2%,4%,-6%,8%,i
CCc1ncc(CN2CCC(C(=O)Nc3ccc(-n4nc(C)cc4C)cc3)CC2)cn1,25,-1%,-3%,5%,-27%,-4%,-8%,-3%,i
COc1cc(C(O)c2nc(-c3cc(F)cc(F)c3)cs2)ccc1F (configuration not stated),17,-14%,0%,-47%,-18%,/,/,-29%,?
COc1ccccc1CN1CCC(n2nccc2NC(=O)CCc2ccccc2)CC1,-20,-19%,-2%,-17%,3%,5%,-16%,-4%,i

# Entries of single compounds from above. Screens in order: IL1B secr inh	HT1080-NT tox	KB-3-1 tox	HepG2 viability	ATXN2 expr inh	MCF10A rerep	SW480 rerep	HT1080 IDH1KD tx	ATXN viability
# COc1ccc(NC(=O)c2ccc3nc(C)c(N(C)C(=O)CCc4ccccc4)n3c2)cc1OC across the screens: -23	7%	0%	-1%	7%	/	/	10%	i
# O=C(O)CCCN1C(=O)C2C3CC(C2C1=O)C1C(c2ccccc2)c2sc(=O)[nH]c2SC31 (configuration not stated) across the screens: 13	13%	3%	-14%	/	-11%	-1%	15%	i
# COc1cc(C(O)c2nc(-c3cc(F)cc(F)c3)cs2)ccc1F (configuration not stated) across the screens: 17	-14%	0%	-47%	-18%	/	/	-29%	?
# CCc1ncc(CN2CCC(C(=O)Nc3ccc(-n4nc(C)cc4C)cc3)CC2)cn1 across the screens: 25	-1%	-3%	5%	-27%	-4%	-8%	-3%	i

# Additional compounds
SMILES,IL1B secr inh,HT1080-NT tox,KB-3-1 tox,HepG2 viability,ATXN2 expr inh,MCF10A rerep,SW480 rerep,HT1080 IDH1KD tx,ATXN viability
CC1(C)S[C@@H]2[C@H](NC(=O)C(C(=O)O)c3ccccc3)C(=O)N2[C@H]1C(=O)O (some centres not stated),14,?,0%,-1%,-1%&14%,-23%,-101%[inhibitor],9%,i
COc1cc(C(=O)NC2CCN(Cc3ccccc3)CC2)cc(Cl)c1OC,-14,-16%,-17%,-30%,/,8%,-4%,-12%,i
CCc1c(C(=O)N/N=C/c2ccc(OCc3ccc(F)cc3)c(OC)c2)nnn1-c1nonc1N,18,-1%,?,-5%,11%,8%,?,?,i
CCN1CCN(C(=O)C2CCCN(S(=O)(=O)c3cccc4nsnc34)C2)CC1 (configuration not stated),-23,-6%,-30%,-20%,11%,1%,-1%,-7%,i
CCOC(=O)c1ccc(NC(=O)c2nc[nH]c2C(=O)N[C@@H](CCCCNC(=O)OC(C)(C)C)C(=O)OC(C)(C)C)cc1,-63*,-27%,?,-4%,-29%,?,12%[9.22 µM],-20%,?
CN(c1ccc(C(=O)N2CCCCC2)cc1)S(C)(=O)=O,-7,-3%,1%,-2%,-2%,?,-4%,-1%,i
CCOCCCNC(=O)C(c1ccc(OC)cc1)N(Cc1cccs1)C(=O)CNC(C)=O (configuration not stated),17,24%,16%&10%,-8%&-19%,-3%&4%,-2%,1%,14%,i
Cc1ccnc(NC(NC(=O)C(C)C)(C(F)(F)F)C(F)(F)F)c1,2,-2%,-4%,-15%,2%,-1%,103%,-2%,i
O=C(NCC(=O)N1CCN(c2ccccc2O)CC1)c1ccc2ccccc2c1,77,-2%,-2%,0%,-4%,0%,-8%,-19%,i
O=C(Oc1coc(CSc2ncccn2)cc1=O)c1ccco1,38,-12%,3%,-10%,-8%,8%,-6%,-12%,i
COc1ccccc1NC(=O)Nc1nnc(CC(=O)Nc2ccccc2C)s1,8,-8%,6%,9%,-9%,-2%,-2%,-16%,i
O=C(Nc1nnc(C2CC2)s1)c1ccc(S(=O)(=O)c2ccccc2)cc1,6,4%,-13%,0%,2%,6%,-2%,10%,i
O=C(CCOc1ccccc1)N1CCN(c2ccc(O)cc2)CC1,30,1.5µM*,?,6%,?,1%,-7%,4.6µM*,?
Cc1ccc(N(C(=O)c2ccc3c(c2)OCO3)C2C=CS(=O)(=O)C2)cc1C (configuration not stated),-8,-1%,/,-5%,-4%,-4%,3%,-2%,i
Cn1[nH]c2c(c1=O)[C@H](c1ccc(F)cc1)O[C@H](CCc1ccccc1)C2,-8,3%,0%,-29%,-1%,/,/,8%,i
CCOC(=O)C1CCCN(C(=O)c2ccc3c(c2)OCO3)C1 (configuration not stated),7,-3%,4%,1%,2%,-8%,-9%,13%,i
CC1Cc2cc(S(=O)(=O)NCc3ccc(N(C)C)cc3)ccc2N1C(=O)C1CCC1 (configuration not stated),/,/,?,-30%,?,/,/,/,i
Nc1c(-c2cccc(Cl)c2)cnn1-c1ccccc1,-2,0%,6%,-11%,13%,7%,-2%,-3%,i
CCc1n[nH]c(=S)n1/N=C/c1cc(OC)cc([N+](=O)[O-])c1O,-10,-7%,-1%,-20%,-20%[11.3 µM],1%,2%,-2%,i
Cc1ccc(S(=O)(=O)N2CCOCC2)cc1C(=O)N1CC(C)CC(C)C1 (configuration not stated),3,-4%,-3%,-12%,-1%,-1%,-4%,0%,i
CC1CN(C(=O)CN2C(=O)c3ccccc3C2=O)CC(C)O1 (configuration not stated),10,3%,-3%,-1%,3%,-12%,-4%,7%,i
O=C(NCc1ccccc1)C1=C[C@@H](C2CCCCC2)C[C@@H](OCc2ccc(CO)cc2)O1,-17,?,0%,-1%,?,18µM*,?,-69%,?
CSCCC(NS(=O)(=O)c1ccc(C)cc1)C(=O)N(C)CC(=O)Nc1ccccc1Br (configuration not stated),-1,4%,1%,7%,6%,4%,-3%,-12%,i
COc1ccc(S(=O)(=O)N2CCOCC2)cc1C(=O)N1CCCCCC1,-7,5%,-13%,-6%,2%,2%,3%,14%,i
O=C(c1cc(-c2cccc(Cl)c2)on1)N1CCCCCC1,-22,15%,-2%,-16%,69%[activator],?,-10%,22%,i
CCOC(=O)c1c(C)oc2ccc(NS(=O)(=O)c3ccc(C(=O)O)cc3)cc12,9,9%,4%,2%,9%,3%,-9%,11%,i
Nc1cccn2c(-c3ccc(Cl)cc3)cnc12,-11,-4%,-16%,-23%,74%[activator],-8%,4%,0%,/
CCN1C(=O)N[C@@H](CCc2ccccc2)[C@H](C(C)=O)[C@H]1C,44,6%,1%,-3%,12%,21%,-9%,10%,i
O=C1NC[C@H](Cc2ccc(O)cc2)N(C[C@@H]2CCCN2C[C@H](Cc2ccccc2)N2C[C@H](Cc3ccc(O)cc3)N(CC3CCCCCC3)C(=O)C2=O)C1=O,-56*,-29%,-26%,/,0%,/,/,-18%,i
CCN(CC)C(=O)C(=O)Nc1ccc(OCc2ccccc2)cc1,10,-19%,3%,19%,-6%[11.3 µM],5%,-9%,-4%,i
COC(=O)C1(Cc2ccc(O)cc2)OC(=O)C(O)=C1c1ccc(O)cc1 (configuration not stated),7,1%,0%,-7%,-2%,-3%,-6%,9%,i
CCN(CC)C(=O)COc1cc(C)c(Cl)c(C)c1,-25,10%,-2%,2%,-19%,-2%,0%,4%,i
